TRPC4 inh: inhibitors of mouse TRPC4 channel. HEK293 TRPC4beta/mu-opioid, DAMGO-evoked Fluo4 calcium flux; hits give low values. B-score at 10 µM. 300,000 compounds, 0.39% hits. AID 2247;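 active = B-score over 3 SD under the library average, no early fluorescence shift, positive overall ratio signal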
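Test system – stable TRPC4beta/mu-opioid receptor HEK293 cells · Probe or stimulus – DAMGO, a submaximal dose followed by a maximal one · Dosing – one concentration per compound · Signal – Fluo4 calcium fluorescence by kinetic imaging, 5 s 1 Hz baseline · Evaluation – per-well B score of integrated baseline-normalized Fluo4 ratio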
MrgX1 agonist: human MrgX1 receptor agonism, primary screen. MrgX1-HEK293 cells, Fluo-4 calcium fluorescence, agonist mode; hits give high values. Q96LB2. AID 588627. 310,000 compounds, 0.44% hits. B-score at 10 µM;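 active = calcium response B-score plate-corrected fluorescence ratio at least 3 library SD, with starting fluorescence B-score inside 5 SD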
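Test system: Stable human MrgX1 HEK293 cell line | Schedule: Overnight plating before 1 h dye loading | Read-out basis: Baseline-normalised fluorescence change ratio, B-scored | Detection: Kinetic calcium dye fluorescence, Fluo-4 NW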
TMEM16A inh: inhibitors of mouse TMEM16A calcium-activated chloride channel | Q8BHY3 | HEK293 TMEM16A/YFP iodide influx fluorescence, ionomycin | normalized B-score (activity score, 25-100; higher = stronger inhibition) at 10 µM | 310,000 compounds, 1.2% hits;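 active = ratio plate-corrected score three or more library SD toward inhibition, starting fluorescence score within five deviations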;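 note: score derived from kinetic fluorescence span divided by baseline fluorescence per well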
TRPC6 inhibitor: mouse TRPC6 channel inhibition. Q61143. HEK293-TRPC6, membrane potential dye, ACh-evoked depolarization; hits give low values. B-score at 10 µM. 310,000 compounds, 1.1% hits. AID 2553;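 active = B-score under library mean minus 3 SD, initial fluorescence not abnormally high, positive integrated signal ratio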;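 note: B-score derived from integrated fluorescence ratio over the kinetic read; more negative B-score means stronger inhibition of depolarization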
Target sequence (Q61143 whole entry, looked up): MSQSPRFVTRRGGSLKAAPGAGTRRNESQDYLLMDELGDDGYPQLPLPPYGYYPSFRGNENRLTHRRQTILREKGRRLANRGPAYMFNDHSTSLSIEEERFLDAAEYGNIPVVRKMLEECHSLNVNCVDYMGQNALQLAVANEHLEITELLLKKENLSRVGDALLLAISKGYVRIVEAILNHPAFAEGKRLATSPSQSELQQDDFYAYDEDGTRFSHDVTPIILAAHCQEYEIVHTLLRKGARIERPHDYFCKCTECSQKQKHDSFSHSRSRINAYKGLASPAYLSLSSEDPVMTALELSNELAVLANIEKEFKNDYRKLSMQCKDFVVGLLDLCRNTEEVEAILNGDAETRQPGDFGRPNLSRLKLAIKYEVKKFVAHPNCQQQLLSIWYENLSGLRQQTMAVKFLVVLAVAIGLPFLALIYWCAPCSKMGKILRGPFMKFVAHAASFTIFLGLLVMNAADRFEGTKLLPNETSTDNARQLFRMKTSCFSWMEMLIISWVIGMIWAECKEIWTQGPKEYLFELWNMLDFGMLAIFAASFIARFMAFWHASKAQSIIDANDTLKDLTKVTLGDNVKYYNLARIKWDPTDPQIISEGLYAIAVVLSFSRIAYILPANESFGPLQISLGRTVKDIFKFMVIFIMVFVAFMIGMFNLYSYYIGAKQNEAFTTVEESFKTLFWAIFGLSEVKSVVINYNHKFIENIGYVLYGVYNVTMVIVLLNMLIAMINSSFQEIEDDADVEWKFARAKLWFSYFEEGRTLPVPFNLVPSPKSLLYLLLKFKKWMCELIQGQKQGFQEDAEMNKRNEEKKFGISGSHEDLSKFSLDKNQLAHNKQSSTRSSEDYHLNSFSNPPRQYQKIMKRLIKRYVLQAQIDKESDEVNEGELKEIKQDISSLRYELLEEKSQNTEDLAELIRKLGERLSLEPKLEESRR
MrgX1 antagonist: antagonists of human MrgX1 receptor. Q96LB2. MRGX1-HEK293 calcium flux, Fluo-4, BAM8-22 antagonism; hits give low values. B-score at 10 µM. 310,000 compounds, 1.3% hits. AID 588676;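 active = calcium-response B-score plate-corrected more than 3 library SD below zero, starting fluorescence within 5 deviations, no agonist response on first addition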;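 note: peak minus trough fluorescence over baseline after final BAM8-22 challenge near maximal dose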
SKKanGAS inh: inhibitors of SKKanGAS S. pyogenes growth in kanamycin (SK-promoter or general growth effect) | inhibition, % at 7.5 µM | 300,000 compounds, 1.3% hits | BacTiter-Glo, 6 h;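 active = mean replicate score, as percent of positive control median, at least 50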;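 note: strain carries kanamycin resistance gene driven by streptokinase promoter and grows in 40 µg/ml kanamycin; loss of luminescence reflects streptokinase promoter inhibition or plain growth inhibition; 0% = median of DMSO wells and 100% = positive control at its reference dose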
TRPC4 potent: TRPC4 (mouse) allosteric potentiation | AID 2227 | B-score at 10 µM | 310,000 compounds, 0.42% hits | HEK293 TRPC4beta/mu-opioid, DAMGO EC20, Fluo-4 Ca2+ flux; hits give high values | Q9QUQ5;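 active = B-score of calcium response area above 5 SD of library B-scores, with initial fluorescence ratio within 5 SD of library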;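 note: B-score of integrated fluorescence ratio over time as area under calcium response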
TRPC6 act: mouse TRPC6 channel activation. Q61143. HEK293-TRPC6 membrane potential dye fluorescence; hits give high values. B-score at 10 µM. 310,000 compounds, 0.13% hits;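 active = B-score of the integrated fluorescence ratio above library mean plus 3 SD, and starting fluorescence ratio within library mean plus 5 SD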;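 note: higher score means more depolarization so channel activation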
TMEM16A act: activates or potentiates the mouse TMEM16A chloride channel | HEK293 TMEM16A/YFP-H148Q/I152L, iodide quench fluorescence; hits give low values | Q8BHY3 | 340,000 compounds, 0.3% hits | B-score at 10 µM;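 active = fluorescence-ratio B-score plate-corrected deviation score at least 3 library SD below zero, with starting fluorescence score within 5 deviations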;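 note: channel opened by trigger with iodide after compound preincubation; score built on the fluorescence ratio of max minus min over baseline; more negative score means more quench and so TMEM16A activation or potentiation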
MrgX1 PAM: human MrgX1 positive allosteric modulation, primary screen. B-score at 10 µM. 310,000 compounds, 0.63% hits. MrgX1-HEK293, Fluo-4 calcium flux, FDSS; hits give high values. Q96LB2;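 active = plate-corrected calcium response at least 3 library SD above typical, normal starting fluorescence, not activating the receptor alone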;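 note: compound read alongside a low EC10 to EC30 dose of BAM8-22 agonist; peak minus trough fluorescence over baseline measured at the second addition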
TRPC4 agonist: activators of mouse TRPC4 channel; Q9QUQ5; HEK293 TRPC4beta/mu-opioid, Fluo4 calcium fluorescence; hits give high values; B-score at 10 µM; 310,000 compounds, 0.49% hits; AID 2237;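 active = B-score above 5 SD of library B-scores, and initial fluorescence ratio not above library mean plus 5 SD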;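 note: positive B-score marks a calcium rise read as TRPC4 activation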
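Material: HEK293 stable line with TRPC4beta plus mu-opioid receptor; technique: Fluo4 calcium-sensitive dye fluorescence, kinetic, 1 Hz baseline; timing: Fluo4 dye loading 45 min at room temperature, 110 s recording; controls: assay buffer as low control, maximal DAMGO as high control; read-out: integrated baseline-normalised fluorescence ratio, converted to per-well B score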
Numbers without * were called inactive; i = inactive; nt = no result given. Hits appear at their usual frequency; overall some 6.7% were active at least once.

Second line of a record: MrgX1 antagonist | TRPC4 potent | TMEM16A inh | SKKanGAS inh | MrgX1 agonist | TMEM16A act | TRPC4 agonist | TRPC6 act | TRPC4 inh | TRPC6 inhibitor | MrgX1 PAM
O=C(N1CCOCC1)N1CCC(n2nnc3cc(F)ccc32)CC1
  i | i | i | -6 | i | i | i | i | i | i | i
COc1cccc(N2CCN(S(=O)(=O)c3ccc4c(c3)CC(C)N4C(=O)C3CC3)CC2)c1 (stereo not given)
  i | i | i | -1 | i | i | i | i | i | i | i
COC(=O)CCCC1=CC2=C(c3ccccc3)C(=O)C(C)(OC(=O)C3CCCC3)C(=O)C2=CN1CCCCO (stereo not given)
  i | i | i | 3 | i | i | i | i | i | i | i
O=C(CNC(=O)c1ccccc1)NCCc1ccc(O)c(O)c1
  i | i | i | 1 | i | i | i | i | i | i | i
Cn1cnc(S(=O)(=O)N2CCc3ccccc32)c1
  i | i | i | -3 | i | i | i | i | i | i | i
COc1ccc(-c2cnc(N)n2CC2CCCO2)cc1 (stereo not given)
  i | i | i | 14 | i | i | i | i | i | i | i
O=S(=O)(c1ccc(Cl)nc1)N1CCc2ccccc21
  i | i | i | -1 | i | i | i | i | i | i | i
Cc1ccccc1-n1ncc2c1CC(C)(C)CC2NC(=O)CCCN1CCCC1=O (stereo not given)
  i | i | i | -4 | i | i | i | i | i | i | i
CN1C(=O)C(C)(C)c2cc(S(=O)(=O)N3CCN(c4ccc(F)cc4)CC3)ccc21
  i | i | i | 3 | i | i | i | i | i | i | i
Cc1ccc(C)c(Cn2c3ccccc3c3cnn(CC(=O)NCc4ccccn4)c(=O)c32)c1
  i | i | i | -7 | i | -7.2* | i | i | i | i | i
CCC(C)NC(=O)CN(C1CCCCC1)S(C)(=O)=O (stereo not given)
  i | i | i | -12 | i | i | i | i | i | i | i
C/C(N)=C(/C#N)C(=O)CSc1ncnc2ccccc12
  i | i | i | -5 | i | i | i | i | i | i | i
Cc1ccc2c(c1)N(C(=O)CCC(=O)NCCCN(C)Cc1ccccc1)CCO2
  i | i | i | 7 | i | i | i | i | i | i | i
Cc1ncc(CN2CCC(CO)(CCc3ccccc3)CC2)s1
  i | i | i | 4 | i | i | 73* | i | i | i | i
Cc1ccc(C)c(-c2nnc(NC(=O)Cc3ccccc3)o2)c1
  i | i | i | 22 | i | i | i | i | i | i | i
Cc1cc(OCC(=O)Nc2ccc3oc(-c4ccncc4)nc3c2)ccc1Cl
  i | i | i | 6 | i | i | i | i | i | i | i
COc1ccc(S(=O)(=O)n2cnc3ccccc32)cc1
  i | i | i | 0 | i | i | i | i | i | i | i
O=C(Nc1cccnc1)Nc1ccc(F)c(Cl)c1
  -5.2* | i | i | -1 | i | i | i | i | i | i | i
CCCC(=O)NC(Nc1ccccc1OC)C(Cl)(Cl)Cl (stereo not given)
  i | i | i | 2 | i | i | i | i | i | i | i
CC1CCCc2sc3nc(NCc4ccco4)n4ncnc4c3c21 (stereo not given)
  i | i | i | nt | i | i | i | i | i | i | i
COc1ccc(C(=O)O/N=C(\N)c2ccc(OC)c(OC)c2)c(OC)c1
  i | i | i | 0 | i | i | i | i | i | i | i
CC(C)(C)NC(=S)NCc1cccnc1
  i | i | i | -2 | i | i | i | i | i | i | i
Cc1ccc(Cl)cc1N1CCN(S(=O)(=O)c2ccc3c(c2)OCCO3)CC1
  i | i | i | 0 | i | i | i | i | i | i | i
O=C(N/N=C/c1ccc[nH]1)c1cc2ccccc2cc1O
  i | i | i | 24 | i | i | i | i | i | i | i
CCc1nnc(NC(=O)c2ccc3nc(CC)c(CC)nc3c2)s1
  i | i | i | -1 | i | i | i | i | i | i | i
COC(=O)COc1cccc(NC(=O)c2cccc(C)c2)c1
  i | i | i | 1 | i | i | i | i | i | i | i
Cc1cc(F)c(F)cc1C(=O)N1CCCC1
  i | i | i | -21 | i | i | i | i | i | i | i
COc1ccc(C(=O)C[n+]2cn(C(F)F)c3ccccc32)c(F)c1
  i | i | i | -8 | i | i | i | i | i | i | i
Cc1ccccc1N1C(=O)[C@@H]2Cc3ccccc3CN2C1=O
  i | i | i | -2 | i | i | i | i | i | i | i
Cc1ccc(CNC(=O)C2CCCN(Cc3cnn(-c4ccccc4)c3-n3cccc3)C2)cc1 (stereo not given)
  i | i | i | -24 | i | i | 95* | i | i | i | i
CCc1ccc2nc(SCC(=O)NCC3CCCO3)c(C#N)cc2c1 (stereo not given)
  i | i | i | 2 | i | i | i | i | i | i | i
C/C(=N\NC(=O)C(C)Nc1cccc(Cl)c1)c1ccc([N+](=O)[O-])cc1 (stereo not given)
  i | i | i | 8 | i | i | i | i | i | i | i
O=C(Oc1ccc2cc(Br)ccc2c1)c1cccnc1
  i | i | i | -10 | i | i | i | i | i | i | i
COc1ccc(-c2cc(C(=O)N3CCN(C(=O)c4ccco4)CC3)[nH]n2)cc1
  i | i | i | -2 | i | i | i | i | i | i | i
Cc1ccnc(NC(=O)CCCOc2ccc(Cl)cc2C)c1
  i | i | i | 4 | i | nt | i | i | i | i | i
N#Cc1ccc(-c2cccnc2)nc1SCc1ccc(Cl)c(Cl)c1
  nt | i | nt | -4 | nt | i | i | i | i | i | nt
CCN(CC)CCNC(=S)N1CCn2c(nc3ccccc32)C1
  i | i | i | 1 | i | i | i | i | i | i | i
O=C(NCc1ccc2c(c1)OCO2)c1cccnc1
  i | i | i | -5 | i | i | i | i | i | i | i
Cc1cccc(C)c1NC(=O)N1CCC(n2c(=O)[nH]c3ccccc32)CC1
  i | i | i | 0 | i | i | i | i | i | i | i
CCc1nn2c(=O)c(S(=O)(=O)Nc3ccccc3)c(C)nc2s1
  i | i | i | 4 | i | i | i | i | i | i | i
O=C(Cc1ccc(-c2ccccc2)cc1)NCc1ccccc1
  i | i | i | -10 | i | i | i | i | i | i | i
COC(CN(C)C(=O)C1CCC(CNS(=O)(=O)c2ccccc2)CC1)OC (stereo not given)
  i | i | i | 0 | i | i | i | i | i | i | i
CC(=O)N[C@H]1[C@H]([C@H](O)[C@H](O)CO)OC(C(=O)O)=C[C@@H]1O
  i | i | i | -1 | i | i | i | i | i | i | i
CS(=O)(=O)N(CC(=O)N1CCc2ccccc2C1)c1cccc([N+](=O)[O-])c1
  i | i | i | -4 | i | i | i | i | i | i | i
O=C(c1ccc(OC2CCN(CCc3ccccc3)CC2)cc1)N1CCCC(CCCO)C1 (stereo not given)
  i | i | i | 4 | i | i | i | i | i | i | i
Cc1cccc(-n2ncc3c(N)ncnc32)c1
  i | i | i | -4 | i | i | i | i | i | i | i
Cc1cc(C)c(S(=O)(=O)N2CCN(c3ccccc3)CC2)c(C)c1
  i | i | i | 16 | i | i | i | i | i | i | i
Cc1cc(C)c(C)c(S(=O)(=O)N2CCN(Cc3nc4ccccc4[nH]3)CC2)c1C
  i | i | i | -7 | i | i | i | i | i | i | i
Cc1cc(C)c2nc(/N=C(\N)NC(=O)c3ccccc3)nc(C)c2c1
  i | i | i | -9 | i | i | i | i | i | i | i
CC1(C)CC(=O)C/C(=N/NC(=O)C2CCN(S(=O)(=O)c3cccs3)CC2)C1
  i | i | i | -9 | i | i | i | i | i | i | i

The listing continues.
Second line of a record: MrgX1 antagonist | TRPC4 potent | TMEM16A inh | SKKanGAS inh | MrgX1 agonist | TMEM16A act | TRPC4 agonist | TRPC6 act | TRPC4 inh | TRPC6 inhibitor | MrgX1 PAM
COc1cc(OC)cc(C(C(=O)NC2CCCCC2)N(C(=O)c2ccno2)c2ccccc2)c1 (stereo not given)
  i | i | i | -3 | i | i | i | i | i | i | i
O=C(Nc1ccncc1)C1(c2ccccc2)CCCC1
  i | i | i | 1 | i | i | i | i | i | i | i
Cc1ccc(C)c(N2CCN(C(=O)CN(C)S(=O)(=O)c3ccc4c(c3)CCC(=O)N4)CC2)c1
  i | i | i | -1 | i | i | i | i | i | i | i
Cc1cc(/C=C2/NC(=O)NC2=O)c(C)n1-c1ccc(N2CCOCC2)cc1
  i | i | i | 12 | i | i | i | i | i | i | i
COc1ccccc1C(=O)NCCC(=O)N1CCN(c2ccccc2Cl)CC1
  i | i | i | -3 | i | i | i | i | i | i | i
CCOc1ccc(N2C(=O)Nc3ccccc3C2(O)C(=O)NCc2ccco2)cc1 (stereo not given)
  i | i | i | 0 | i | i | i | i | i | i | i
O=C(Nc1ccc([N+](=O)[O-])cc1)Nc1ccon1
  -4.6* | i | i | -2 | i | i | i | i | i | i | i
CN(C)c1ccc(/C=N/n2c(COc3ccccc3)n[nH]c2=S)cc1
  i | i | i | 1 | i | i | i | i | i | i | i
Cc1nnc2ccc(-c3cccc(NC(=O)Cc4cccs4)c3)nn12
  i | i | i | -6 | i | i | i | i | i | i | i
O=C1c2ccccc2C(=O)N1CCCP(=O)(O)CCc1ccccc1
  i | i | i | -13 | i | i | i | i | i | i | i
CSCCC(NC(=O)c1cc(C)oc1C)C(=O)O (stereo not given)
  i | i | i | -2 | i | i | i | i | i | i | i
Fc1ccc(NC(=S)Nc2ccccc2OC(F)F)cc1Cl
  i | i | 100* | 3 | i | i | i | i | i | -6.5* | i
CN(c1ccccc1C(=O)NC1CCCCC1)S(=O)(=O)c1ccccc1
  i | i | i | 3 | i | i | i | i | i | i | i
Cc1ccc(O)c(C(=O)c2cnn(C(=O)COc3ccccc3C#N)c2)c1
  i | i | i | -2 | i | nt | i | i | i | i | i
O=C(O)c1ccc(-c2ccc(/C=c3/sc4nc5ccccc5n4c3=O)o2)cc1Cl
  i | 15* | i | 31 | 81* | i | 58* | 32* | i | i | i
COc1cccc(CNc2ncc(Br)cc2Br)c1O
  i | i | i | 16 | i | i | i | i | i | i | i
CCC(C)N1C(=O)CCC1C(=O)NCc1ccc2c(c1)OCO2 (stereo not given)
  i | i | i | -2 | i | i | i | i | i | i | i
COc1cc(C=O)ccc1OCCCOc1ccccc1[N+](=O)[O-]
  i | i | i | 3 | i | i | i | i | i | i | i
